Growth percent in the NCI-60 one-dose screen (48 h, 10 µM unless noted): 100 = growth as untreated, 0 = no growth, -100 = all killed.
SF-539: SF-539 CNS cancer | hit rate 6.8% among 81,000 | AID 1794752
SNB-75: SNB-75 CNS cancer; hit rate 5% among 79,000
HCC-2998: HCC-2998 colon cancer | AID 1794799 | hit rate 4.7% among 79,000
KM12: KM12 colon cancer cells. hit rate 5% among 82,000. AID 1794800
SNB-19: SNB-19 CNS cancer cells. hit rate 2.5% among 81,000. AID 1794751
HT29: HT29 colon cancer | hit rate 7.4% among 81,000 | AID 1794748
SW-620: SW-620 colon cancer; hit rate 5.2% among 82,000; AID 1794795
SF-268: SF-268 CNS cancer cells. hit rate 3.1% among 82,000. AID 1794759
SF-295: SF-295 CNS cancer cells; hit rate 5.6% among 79,000; AID 1794758
* = called active by the depositor; x = not tested or not shown; & = joins results of further samples; [ ] = remark or other dose. The calls were made as follows: active = growth percent below 10; inactive = the rest.

entry	Compound	SF-539	SNB-75	HCC-2998	KM12	SNB-19	HT29	SW-620	SF-268	SF-295
1	O=C(/C=C\C(=O)OCCOc1ccccc1)OCCOc1ccccc1	106	96	100	99	98	99	115	96	105
2	C=CC(C)(O)CC/C=C(\CO)C(=O)OC1C(C)OC(O[C@](C)(C=C)CC/C=C(\CO)C(=O)O[C@H]2C[C@@]3(C(=O)OC4OC(CO)C(O)C(O)C4OC4OC(C)C(OC5OC(CO)C(O)C5O)C(OC5OC(CO)C(O)C(O)C5O)C4O)C(CC2(C)C)C2=CCC4[C@@]5(C)CC[C@H](OC6OC(COC7OC(C)C(O)C(O)C7OC7OCC(O)C(O)C7O)C(O)C(O)C6NC(C)=O)C(C)(C)C5CC[C@@]4(C)[C@]2(C)C[C@H]3O)C(O)C1O (some centres not stated)	7.0*	-35*	-91*	-87*	-54*	21	-43*	-53*	-59*
3	CC1(C)CC[C@]23CC[C@]4(C)[C@H](CC[C@@H]5[C@@]6(C)C/C(=C/c7ccncc7)C(=O)C(C)(C)[C@@H]6CC[C@]54C)[C@H]2[C@H]1OC3=O	6.8*[100 µM]	-50*[100 µM]	78[100 µM]	81[100 µM]	17[100 µM]	72[100 µM]	81[100 µM]	43[100 µM]	25[100 µM]
4	NC(=O)c1cccc(-c2ccccc2N2CCCCC2)c1	98	100	102	99	93	95	108	94	89
5	CCCNC1(C(N)=O)CCN(Cc2ccccc2)CC1	101	98	107	109	105	113	111	95	106
6	CN(C)c1ccc(N=Nc2ccc(S(=O)(=O)O)cc2)cc1	95&98	69	98&112	97&105	105&104	101&111	97&104	100&96	100&100
7	NC(=O)C(c1ccccc1)N1CCCC1 (configuration not stated)	103	81	108	104	96	106	101	104	106
8	CCn1ncc(N=O)c1N	109	106	105	112	103	95	104	105	104
9	CCCCc1nc2c(N)nc3ccccc3c2n1Cc1ccc(Cl)cc1	86	x	89	80	81	44	76	88	60
10	Oc1ccc(-c2nc3ccccc3s2)cc1	102	92	107	100	104	110	105	101	102
11	O=c1c2ccccc2c2ccccc2c(=O)n1-c1c(Cl)cc(Cl)cc1Cl	109	94	104	108	106	104	108	114	105
12	Nc1nc(Nc2ccc(Cl)c(Cl)c2)cc(=O)[nH]1	92	81	106	100	103	95	119	90	101
13	COCCNc1ccc2c3c(cccc13)C(=O)N(CCN(C)C)C2=O	23	48	29	25	22	10	24	26	17
14	Cc1ccc(NCc2nnc(-c3ccco3)o2)cc1	100	80	106	82	110	103	105	88	99
15	Cc1nc(-c2ccccc2)cc2c(O)c(C(=O)N/N=C/Cc3ccccc3)[nH]c(=O)c12	103	91	95	115	110	94	107	103	117
16	CC1=CCC(OC(C)C2(CCC(C)(O)C(=O)Oc3ccc(C(C)C)cc3)OC3(C)CC(C(C)C)C(O)CC3O[C+]2C)(C(C)C)CC1 (configuration not stated)	103	103	104	106	99	98	102	103	97
17	O=C(COc1ccc(Cl)cc1)OCCCl	101	84	98	105	103	99	105	100	105
18	CC(=O)N1CCC23C(=O)CC4C(=CCOC5CC(=O)N(c6ccccc62)C3C54)C1 (configuration not stated)	103	75	106	107	97	95	96	105	114
19	CC1(N=Cc2cc(Cl)ccc2O)COP(=O)(NC2CCCC2)OC1 (configuration not stated)	93	103	102	106	99	105	103	100	92
20	C/C(=N\O)c1ccc(OCC(=O)Nc2nc(-c3ccc(Cl)cc3)cs2)cc1	109	95	101	101	96	105	99	97	105
21	CC(C)(C)c1ccc(C2CC(=O)C3=C(C2)Nc2ccccc2N(C(=O)c2ccccc2Cl)C3c2ccc(F)cc2)cc1 (configuration not stated)	8.7*	66	-21*	9.1*	9.4*	-9.4*	2.5*	10	x
22	CCc1ccc(NC(=O)N[C@@H](Cc2cc(F)cc(F)c2)C(=O)N[C@@H]2C(=O)N3C[C@H](O)C[C@H]3C(=O)N3CCOC[C@H]3C(=O)N[C@@H](C)C(=O)N3C[C@H](C)C[C@H]3C(=O)O[C@H]2C)cc1	56	8.8*	32	43	20	31	49	29	82
23	Nc1nc2c3cncnc3ccc2c2ncncc12	105	87	88	98	98	85	110	104	106
24	Cc1ccc(-c2cc(-c3ccccn3)n(C3=NCC(=O)S3)n2)cc1	91	101	102	115	111	113	98	116	100
25	COc1ccc2[nH]cc(C3(c4c[nH]c5ccc(OC)cc45)C(=O)Nc4ccc(Br)cc43)c2c1	93	72	99	89	98	85	97	85	89
26	C=CCn1c(SCC(=O)c2ccc(Cl)cc2)nnc1-c1c[nH]c2ccccc12	100	101	116	104	99	107	103	105	96
27	CNC(=O)c1cc(-n2ccc3cc(NC(=S)Nc4ccc(Cl)c(Cl)c4)ccc32)ccn1	76	72	50	56	73	58	69	76	66
28	Cn1c(N2CCN(Cc3ccccc3)CC2)nc(-c2ccccc2)c(C#N)c1=O	107	87	109	101	98	101	105	105	132
29	COc1cc2c(c(OC)c1OC)C(=O)CC(c1cccc(NC(=O)[C@H](C)N)c1)O2 (some centres not stated)	104	85	107	104	91	115	108	95	97
30	COc1cc2c3c(c(=O)oc2cc1OS(=O)(=O)c1ccc(C(F)(F)F)cc1)CCCCC3	65	8.1*	98	92	77	79	102	93	82
31	CCCCCCNC(=O)Oc1ccc(/C(=C(/CC)Cc2ccccc2)c2ccc(OCCN3CCCCC3)cc2)cc1	92	80	87	84	86	20	79	81	114
32	CC(=O)Nc1sc2c(c1C(=O)NC(C)(C)C)CCCC2	100	83	106	105	110	108	109	100	99
33	Cc1ccc(N=Nc2sc(-n3[nH]c(=O)ccc3=O)nc2C)cc1	108	95	111	94	99	107	98	93	100
34	CCCCCC1c2cc(O)ccc2OC1N1CCOCC1 (configuration not stated)	95	73	111	99	90	107	113	82	100
35	Cc1nn(C)c2ncnc(Nc3ccccc3Cl)c12	97	103	106	103	98	103	100	90	95
36	Clc1ccc2c(NCCCn3cnc4c(N5CCCCC5)nc(Cl)nc43)ccnc2c1	82	89	84	91	98	76	99	93	94
37	O=c1[nH]n(-c2ccccc2)c(=O)c2ccccc12	97	85	102	107	104	104	110	103	101
38	[O-][n+]1onc(-c2ccccc2)c1Nc1ccccc1Br	91	92	104	100	95	105	102	88	97
39	O=C(O)c1cccc(N2C(=O)CCSC2=S)c1	94	91	108	103	100	107	101	100	97
40	CCOC(=O)/C(O)=C(/C=N/C(=S)Nc1c(CC)cccc1CC)C(=O)OCC	106	76	107	103	103	106	104	96	104
41	O=C(Cn1cc(COc2ncnc3c2cnn3-c2ccccc2)nn1)Nc1ccccn1	89	72	120	100	91	110	102	93	102
42	Nc1cc(Cl)cc(S(=O)(=O)O)c1O	93	78	127	114	95	108	112	98	137
43	NS(=O)(=O)c1ccc(N/C=C/C(=O)c2ccccc2)cc1	106	102	115	104	102	107	105	106	101
44	CC(=O)Nc1nonc1-c1nc2ccccc2n1Cc1ccccn1	97	68	123	112	92	112	104	129	x
45	C1CSCC2(COC2)CS1	111	94	99	103	108	108	102	98	106
46	COc1ccc(-c2nnc3n(-c4ccccc4)c(=O)c4cnn(-c5ccccc5)c4n23)cc1	85	86	108	98	91	103	117	101	102
47	O=c1[nH]c2c(Cl)c(Cl)c(Cl)c(Cl)c2[nH]c1=O	96	85	x	105	103	x	111	106	108
48	COc1ccc(C=O)c(C)c1	100	89	111	117	100	104	113	107	96
49	C/C(Cc1ccc(Cl)cc1)=C(/c1ccc(Cl)cc1)c1ccc(OCCN2CCCC2)cc1	90	78	69	54	90	22	59	92	93
50	C/C(=C\CSc1ccccc1C(=O)O)CCCC(C)CCCC(C)CCCC(C)C (configuration not stated)	61	114	18	46	80	59	55	51	41
51	COc1ccc(-c2cc(-c3cc(OC)ccc3OC)nc(SCC(=O)c3ccccc3)c2C#N)cc1	95	68	108	97	107	95	99	99	104
52	Clc1nc2ccccc2nc1-c1nnc(C2CCCCC2)o1	98	97	104	94	99	109	97	101	106
53	CC(NC(=O)/C(Cc1ccccc1)=N\O)c1ccccc1 (configuration not stated)	98	87	105	101	100	104	97	100	103
54	COc1cccc(OC)c1Oc1c(/C=N/N=c2\sc3ccccc3n2C)c(C)nn1-c1ccccc1	83	88	104	87	89	84	87	96	92
55	CC1=C(C)C(=O)N(Cc2ccccc2)C(c2cn(-c3ccccc3)nc2C)O1 (configuration not stated)	100	92	103	99	105	98	105	104	96
56	Fc1ccc2[nH]cc(-c3nc(-c4c[nH]c5ccncc45)cs3)c2c1	-93*	-32*	-74*	-67*	-48*	-63*	-64*	-32*	-74*
57	CC1(O)CCC(Nc2cc(-c3ccc(C(F)(F)F)cc3)c(C#N)c3nc4ccccc4n23)CC1 (configuration not stated)	63	41	86	69	70	61	90	65	52
58	C=C(C)[C@@H]1CC[C@]2(C(=O)NCc3ccc(OCc4cn(-c5ccc(Cl)c(Cl)c5)nn4)c(OC)c3)CC[C@]3(C)C(CCC4[C@@]5(C)CCC(OC(C)=O)C(C)(C)C5CC[C@]43C)C12 (some centres not stated)	97	83	120	101	91	105	106	113	99
59	CS(=O)(=O)Nc1cncc(-c2ccc3ncnc(NCc4ccccc4)c3c2)c1	24	5.1*	46	66	39	65	39	32	43
60	CCN(CC)c1ccc(C(=C2C=CC(=[N+](CC)Cc3cccc(S(=O)(=O)O)c3)C=C2)c2ccc(N(CC)Cc3cccc(S(=O)(=O)O)c3)cc2)cc1	62	33	21	3.8*	57	13	23	35	16

Remaining list, next part
entry	Compound	SF-539	SNB-75	HCC-2998	KM12	SNB-19	HT29	SW-620	SF-268	SF-295
61	O=C(Nc1cccc([N+](=O)[O-])c1)N(c1ccccc1)c1ccccc1	105	94	113	110	101	102	100	106	96
62	CCCCCCCCNc1nc2ccccc2n2c1nc1ccccc12	109	111	114	105	105	97	102	105	105
63	CN(C[C@H]1Cc2c(cccc2N2CCN(Cc3ccccn3)CC2)CN1)[C@H]1CCCc2cccnc21	83	x	94	52	58	37	51	64	43
64	O=C(N1c2ccc(F)cc2[C@H]2C=CC[C@H]2[C@H]1C[P+](c1ccccc1)(c1ccccc1)c1ccccc1)C(F)(F)F	102	90	103	102	96	63	93	89	108
65	NC[C@H]1O[C@@H](n2cnc3c(=O)[nH]c(N)nc32)[C@H](O)[C@@H]1O	100	77	111	103	100	105	98	99	98
66	COc1ccc(-c2nnc(COc3ccc(NC(=O)Nc4ccc(Cl)c(C(F)(F)F)c4)cc3F)o2)cc1	0.5*	16	14	4.6*	22	9.3*	9.9*	21	-3.9*
67	CCN(CC)c1ccc(/C=C2\SC(=S)N(C3CC(=O)N(c4ccc(Cl)cc4)C3=O)C2=O)cc1 (configuration not stated)	102	111	109	97	96	91	95	113	90
68	O=c1/c(=C/NC2CC2)sc2ncnn12	108	95	103	102	97	99	101	99	102
69	CCOC(=O)N1CCN(S(=O)(=O)c2oc(-c3ccc(F)cc3)nc2C#N)CC1	106	110	103	109	100	117	108	106	111
70	COC1=C(NC2CCCCC2)C(=O)C(OC)=C(NC2CCCCC2)C1=O	114	107	103	107	110	104	111	102	123
71	COc1ccc(Cn2nc(-c3cc(OC)c(OC)c(OC)c3)c3c2CCc2cnoc2-3)cc1	77	72	86	89	96	88	100	90	86
72	CN1CCc2c(sc3ncnc(N/N=C/c4ccc(N(C)C)cc4)c23)C1	101	92	116	98	101	112	103	108	100

Laid out differently: results already given.
Values run as follows: SF-539, SNB-75, HCC-2998, KM12, SNB-19, HT29, SW-620, SF-268, SF-295
64) O=C(N1c2ccc(F)cc2[C@H]2C=CC[C@H]2[C@H]1C[P+](c1ccccc1)(c1ccccc1)c1ccccc1)C(F)(F)F
  102, 90, 103, 102, 96, 63, 93, 89, 108
65) NC[C@H]1O[C@@H](n2cnc3c(=O)[nH]c(N)nc32)[C@H](O)[C@@H]1O
  100, 77, 111, 103, 100, 105, 98, 99, 98
66) COc1ccc(-c2nnc(COc3ccc(NC(=O)Nc4ccc(Cl)c(C(F)(F)F)c4)cc3F)o2)cc1
  0.5*, 16, 14, 4.6*, 22, 9.3*, 9.9*, 21, -3.9*

Next part.
entry	Compound	SF-539	SNB-75	HCC-2998	KM12	SNB-19	HT29	SW-620	SF-268	SF-295
73	O=C(CSc1nnc(-c2ccc(NC(=O)c3cccnc3)cc2)o1)Nc1ccc(Cl)cc1	83	102	119	102	95	116	88	108	113
74	O=C1/C(=C/c2ccc(Cl)cc2)SC(=Nc2ccc(Cl)cc2)N1Cc1nc2ccccc2[nH]1	101	27	62	77	75	97	75	74	68
75	CC(=O)OC1CCC2(C)C(CCC3C4CCC(C(C)=O)C4(C)CC(=O)C32)C1 (configuration not stated)	93	99	104	96	111	92	105	97	87
76	COc1cc(C2N(c3cc(Cl)cc(Cl)c3)NC(=O)[C@@H]3CCCN23)cc(OC)c1OC (some centres not stated)	100	88	101	101	106	87	105	92	104
77	O=C(c1ccc(O)cc1)C1[C@H](c2ccc(Br)cc2)[C@@H](c2ccccc2)NC12C(=O)Nc1ccccc12 (some centres not stated)	41	46	-35*	1.3*	48	-9.3*	26	35	30
78	COc1ccc(NC2=C(C#N)C(=N)N3c4ccccc4Sc4ccccc4C3N2)cc1 (configuration not stated)	92	88	97	92	109	110	88	96	93
79	c1ccc(CNCCc2ccccn2)cc1	97	97	106	104	103	101	96	98	96
80	CC(=O)N/N=C/c1ccc2c(c1)CCC2	104	104	104	109	108	110	111	106	x
81	C=CCN(CC=C)c1ncnc2[nH]ncc12	92	88	106	101	x	94	96	93	101
82	C/C(CC(C)C)=N/O	107&96	104	98&103	101&108	108&98	96&109	111&106	100&111	101&108

One compound at a time, as listed above. Screens in order: SF-539 | SNB-75 | HCC-2998 | KM12 | SNB-19 | HT29 | SW-620 | SF-268 | SF-295
Results for `O=C1/C(=C/c2ccc(Cl)cc2)SC(=Nc2ccc(Cl)cc2)N1Cc1nc2ccccc2[nH]1` → 101 | 27 | 62 | 77 | 75 | 97 | 75 | 74 | 68
Results for `CC(=O)OC1CCC2(C)C(CCC3C4CCC(C(C)=O)C4(C)CC(=O)C32)C1` (configuration not stated) → 93 | 99 | 104 | 96 | 111 | 92 | 105 | 97 | 87
Results for `O=C(c1ccc(O)cc1)C1[C@H](c2ccc(Br)cc2)[C@@H](c2ccccc2)NC12C(=O)Nc1ccccc12` (some centres not stated) → 41 | 46 | -35* | 1.3* | 48 | -9.3* | 26 | 35 | 30

Compound activity (PubChem BioAssay)
